West Nile virus CPE: inhibition of WNV-induced cytopathic effect – cell-based, CPE readout (AID 1621); West Nile virus-infected cells, CPE inhibition; higher % means a stronger effect; 290,000 compounds, 0.02% hits; CPE inhibition, % at 10 µM; hits with a dose series show IC50 in µM; in the data active = a potency from the dose series; inconclusive = CPE inhibition mostly from about 3.7% at the one dose, without a potency; inactive = the rest, 99 in 100 with CPE inhibition below about 2.2%; also: strong numbers were not always called active
GPR55 LPI antagonism: GPR55 antagonists blocking LPI-driven arrestin recruitment, primary screen, imaging, U2OS, beta-arrestin-GFP, LPI agonist (AID 2013). one-dose inhibition, % at 10 µM; IC50 in µM for titrated hits. U2OS GPR55 beta-arrestin-GFP translocation imaging, LPI antagonism; higher % means a stronger effect. 290,000 compounds, 0.13% hits;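 active = spots per cell inhibited over 60%, with over 100 cells counted and total cytoplasm intensity under 500,000; inconclusive = wells with under 100 cells, flagged as likely toxic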;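 also: U2OS cells stably carrying GPR55 and arrestin-GFP stimulated by 5 µM LPI near EC80; imaged beta-arrestin-GFP aggregate spots per cell after agonist stimulation; plate controls were LPI-stimulated DMSO wells for no effect and DMSO wells without LPI for full effect; some results filed as inactive read as strong as hits; confirmed hits need IC50 under 10 µM and bright autofluorescent wells are also inconclusive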
NS5 inhibitors: flavivirus cap methylation enzyme inhibition – biochemical, confirmation dose response, primary screen (AID 588689); inhibition, % at 25 µM, or IC50 in µM where a hit was titrated; 340,000 compounds, 0.3% hits; Dengue-2 NS5 methyltransferase capping enzyme assay, biochemical; higher % means a stronger effect; in the data active = a potency from the dose series; inconclusive = inhibition above about 29% without an active follow-up result
KOR beta-arrestin-1: KOR antagonists, beta-arrestin recruitment, cell-based, luminescence, uHTS (AID 1778); inhibition, % at 10 µM, or IC50 in µM where a hit was titrated; 290,000 compounds, 0.091% hits; KOR beta-arrestin recruitment, luminescence, antagonist mode; higher % means a stronger effect; in the data active = inhibition above about 50%; also: strong numbers were not always called active
GPR35 arrestin U2OS: GPR35 antagonists blocking zaprinast-driven arrestin recruitment, primary screen, imaging, U2OS, beta-arrestin-GFP, zaprinast agonist (AID 2058); U2OS GPR35 beta-arrestin-GFP translocation imaging, zaprinast antagonism; higher % means a stronger effect; inhibition, % at 10 µM, or IC50 in µM where a hit was titrated; 290,000 compounds, 0.052% hits;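 active = inhibition of at least 50% with at least 30 cells and total cytoplasm GFP at most 10,000,000; inconclusive = under 30 cells or total GFP of 10,000,000 plus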
GPR55 activation: GPR55 agonists via beta-arrestin recruitment, primary screen, imaging, U2OS cells, beta-arrestin-GFP redistribution (AID 1961) | U2OS GPR55 beta-arrestin-GFP redistribution imaging; higher % means a stronger effect | activation, % at 10 µM; hits with a dose series show EC50 in µM | 290,000 compounds, 0.048% hits;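 active = activation above 40% with more than 50 cells counted in the well; inconclusive = wells holding fewer than 50 cells, flagged as toxic or sparse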;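 also: U2OS osteosarcoma cells stably expressing GPR55 and beta-arrestin-GFP; plate controls were DMSO negative control for no effect and LPI positive control for full effect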
NOD1 inhibition: NOD1 signaling inhibitors, primary screen, cell-based, luminescence, uHTS (AID 1578); NOD1-driven NF-kB luciferase reporter cells, luminescence; higher % means a stronger effect; one-dose inhibition, % at 4 µM; EC50 in µM for titrated hits; 290,000 compounds, 1% hits; in the data active = inhibition mostly above about 36%, no sharp cut-off; inactive = mostly below about 34%;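 also: HEK-293T reporter cells stimulated with the NOD1 agonist gamma-tri-DAP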
KOR beta-arrestin-2: KOR agonists, beta-arrestin recruitment, primary screen, cell-based, luminescence, uHTS (AID 1777) | KOR beta-arrestin recruitment, luminescence; higher % means a stronger effect | activation, % at 10 µM; hits with a dose series show EC50 in µM | 280,000 compounds, 0.02% hits; in the data active = activation above about 50%, passing the limit was not always enough; also: a part of the inactive calls stands beside numbers as strong as those of hits
HIV peptide binding: inhibitors of HIV fusion peptide binding, primary screen, biochemical, uHTS, fluorescence dequenching (AID 1986); cell-free peptide binding, fluorescence dequenching, 30 min; higher % means a stronger effect; inhibition, % at 20 µM, or IC50 in µM where a hit was titrated; 290,000 compounds, 0.3% hits; in the data active = inhibition mostly above about 52%, no sharp cut-off; inactive = mostly below about 76%; also: some results filed as inactive read as strong as hits
NS5 inhibitors pilot replicate: also measured in NS5 inhibitors; calls as there; inhibition, %; measured here: pilot screen replicate inhibition
Numbers without * were called inactive; [ ] = another dose, or the depositor's remark. This is a subset (hit frequency here may not be typical).

`Cc1nc2ccccn2c1C(=O)N/N=C/c1cc(C)n(-c2ccc(Cl)cc2)c1C` gave West Nile virus CPE -0.4%, GPR55 LPI antagonism 14.7%, NS5 inhibitors -11.9%, KOR beta-arrestin-1 -8.3%, GPR35 arrestin U2OS -11.6%, GPR55 activation 0.2%, NOD1 inhibition -29.9%, KOR beta-arrestin-2 -0.2% and HIV peptide binding 0.9%.
COC(=O)c1[nH]nc2c1C(=O)N(Cc1ccccc1)C2=O was read as West Nile virus CPE 0.2%, GPR55 LPI antagonism 20.9%, NS5 inhibitors -6.1%, KOR beta-arrestin-1 11.8%, GPR35 arrestin U2OS -12.4%, GPR55 activation -0.1%, NOD1 inhibition -36.3%, KOR beta-arrestin-2 -1.8% and HIV peptide binding -1.0%.
`Cc1oc(-c2ccc(Cl)cc2)nc1CSCC(=O)NCCCN1CCOCC1` gave West Nile virus CPE -2.1%, GPR55 LPI antagonism -4.3%, NS5 inhibitors -12.1%, KOR beta-arrestin-1 2.4%, GPR35 arrestin U2OS 12.3%, GPR55 activation 0.6%, NOD1 inhibition 7.0%, KOR beta-arrestin-2 -3.2% and HIV peptide binding -0.1%.
`COc1cc(-c2nc(-c3cccc(C(F)(F)F)c3)no2)cc(OC)c1OC` gave West Nile virus CPE -0.2%, GPR55 LPI antagonism 8.7%, NS5 inhibitors -4.8%, KOR beta-arrestin-1 0.9%, GPR35 arrestin U2OS -7.0%, GPR55 activation -0.2%, NOD1 inhibition 9.2%, KOR beta-arrestin-2 1.0% and HIV peptide binding -0.6%.
`Cc1ccc(CNC(=O)c2cncc(Br)c2)cc1` gave West Nile virus CPE -0.4%, GPR55 LPI antagonism -1.2%, NS5 inhibitors -15.9%, KOR beta-arrestin-1 -3.1%, GPR35 arrestin U2OS 0.8%, GPR55 activation 0.4%, NOD1 inhibition 27.8%, KOR beta-arrestin-2 -0.4% and HIV peptide binding 0.2%.
`O=C(c1ccc(Cl)cc1Cl)N1CCc2ccccc21` gave West Nile virus CPE -2.0%, GPR55 LPI antagonism 1.3%, NS5 inhibitors -20.4%, KOR beta-arrestin-1 -22.6%[20 µM], GPR35 arrestin U2OS 5.4%, GPR55 activation -0.1%, NOD1 inhibition -18.0%, KOR beta-arrestin-2 -1.3%, HIV peptide binding -0.4% and NS5 inhibitors pilot replicate -7.9.
COc1ccc(NCC(=O)N/N=C2\CCCC(C)C2)cc1 (stereo unspecified) was read as West Nile virus CPE -0.5%, GPR55 LPI antagonism 9.5%, NS5 inhibitors -10.1%, KOR beta-arrestin-1 16.2%, GPR35 arrestin U2OS 0.9%, GPR55 activation 0.1%, NOD1 inhibition -29.0%, KOR beta-arrestin-2 -2.6% and HIV peptide binding 1.6%.
Screening Clc1ccccc1-c1nn2c(COc3ccccc3)nnc2s1 returned West Nile virus CPE -0.7%, GPR55 LPI antagonism 1.1%, NS5 inhibitors -4.0%, KOR beta-arrestin-1 4.2%, GPR35 arrestin U2OS 2.1%, GPR55 activation 0.2%, NOD1 inhibition 10.0%, KOR beta-arrestin-2 1.0% and HIV peptide binding -1.4%.
Screening COc1cccc(COc2cc3ccccc3nc2C)c1 returned West Nile virus CPE inconclusive, GPR55 LPI antagonism 10.0%, NS5 inhibitors 6.4%, KOR beta-arrestin-1 -8.5%, GPR35 arrestin U2OS 19.8%, GPR55 activation -0.1%, NOD1 inhibition 52.6%, KOR beta-arrestin-2 -1.3% and HIV peptide binding 3.5%.
Screening CC(C)NC(=O)Cn1c(SCC(=O)N2CCCCCC2)nc2ccccc21 returned West Nile virus CPE -0.5%, GPR55 LPI antagonism 10.7%, NS5 inhibitors -1.6%, GPR35 arrestin U2OS -4.4%, GPR55 activation -0.1%, NOD1 inhibition -0.7% and HIV peptide binding -0.4%.
`O=C(C1=C[C@H](c2ccc(C(F)(F)F)cc2)C[C@H](OCCCCO)O1)N1CCN(Cc2ccccc2)CC1` gave GPR55 LPI antagonism 2.8%, NS5 inhibitors 0.7%, KOR beta-arrestin-1 -21.3%, GPR35 arrestin U2OS -13.3%, GPR55 activation -0.2%, NOD1 inhibition -3.3%, KOR beta-arrestin-2 6.5% and HIV peptide binding 2.4%.
For COc1cc(NC(=O)CN2CCN(c3ccccc3)CC2)c(C)cc1[N+](=O)[O-] the results were West Nile virus CPE 0.2%, GPR55 LPI antagonism 15.0%, NS5 inhibitors 2.9%, KOR beta-arrestin-1 -23.1%, GPR35 arrestin U2OS 3.3%, GPR55 activation 0.0%, NOD1 inhibition -8.6%, KOR beta-arrestin-2 7.1% and HIV peptide binding -1.1%.
`COc1cccc(-c2cc(C(=O)N3CCN(C(=O)c4ccco4)CC3)[nH]n2)c1` gave West Nile virus CPE 0.4%, GPR55 LPI antagonism -6.3%, NS5 inhibitors 4.4%, KOR beta-arrestin-1 -6.5%, GPR35 arrestin U2OS -8.7%, GPR55 activation -0.2%, NOD1 inhibition -23.9%, KOR beta-arrestin-2 5.2% and HIV peptide binding 0.2%.
`Cc1ccc(S(=O)(=O)NC(CC(=O)O)c2ccccc2)cc1` (stereo unspecified) gave West Nile virus CPE 0.3%, GPR55 LPI antagonism 4.4%, NS5 inhibitors -3.2%, KOR beta-arrestin-1 8.3%, GPR35 arrestin U2OS -4.0%, GPR55 activation 0.3%, NOD1 inhibition -3.8%, KOR beta-arrestin-2 11.8% and HIV peptide binding -0.2%.
For COc1ccccc1N1CCN(C(c2cccs2)C(C)NC(=O)C(=O)N2CCOCC2)CC1 (stereo unspecified) the results were West Nile virus CPE -0.3%, GPR55 LPI antagonism 9.4%, NS5 inhibitors -6.3%, KOR beta-arrestin-1 2.0%, GPR35 arrestin U2OS 20.3%, GPR55 activation -0.2%, NOD1 inhibition -17.0%, KOR beta-arrestin-2 8.6% and HIV peptide binding 0.9%.
For Cc1cccc(C(=O)Nc2cccc(-c3ccc4nncn4n3)c2)c1 the results were West Nile virus CPE -1.1%, GPR55 LPI antagonism -15.8%, NS5 inhibitors -0.6%, KOR beta-arrestin-1 -33.6%, GPR35 arrestin U2OS -10.7%, GPR55 activation 0.2%, NOD1 inhibition 10.5%, KOR beta-arrestin-2 7.2% and HIV peptide binding 2.2%.
For OCCC1CN(Cc2cnc(N3CCCC3)s2)CCN1C1CCCC1 (stereo unspecified) the results were West Nile virus CPE -0.5%, GPR55 LPI antagonism -2.6%, NS5 inhibitors -5.8%, KOR beta-arrestin-1 -16.7%, GPR35 arrestin U2OS -9.4%, GPR55 activation 0.1%, NOD1 inhibition -21.1% and HIV peptide binding 0.4%.
COCCNC(=O)NC(=O)CN1CCCc2ccccc21 was read as West Nile virus CPE 0.1%, GPR55 LPI antagonism -3.1%, NS5 inhibitors 19.1%, KOR beta-arrestin-1 -17.2%, GPR35 arrestin U2OS 4.8%, GPR55 activation 0.6%, NOD1 inhibition -47.9%, KOR beta-arrestin-2 -7.1% and HIV peptide binding -1.9%.
`Cc1ccc(CN=C2Nc3ccccc3CS2)cc1` gave West Nile virus CPE -1.1%, GPR55 LPI antagonism 1.3%, NS5 inhibitors -3.9%, KOR beta-arrestin-1 4.7%, GPR35 arrestin U2OS -5.3%, GPR55 activation 0.3%, NOD1 inhibition -50.3%, KOR beta-arrestin-2 -0.1% and HIV peptide binding 0.5%.
Screening Cc1ccc([N+](=O)[O-])cc1S(=O)(=O)NCC1COc2ccccc2O1 (stereo unspecified) returned West Nile virus CPE 0.2%, GPR55 LPI antagonism -5.3%, NS5 inhibitors -3.6%, KOR beta-arrestin-1 2.8%, GPR35 arrestin U2OS -0.8%, GPR55 activation -0.1%, NOD1 inhibition 11.6%, KOR beta-arrestin-2 4.9% and HIV peptide binding -0.9%.
CC1(C)C=Cc2cc3ccc(=O)oc3cc2O1 was read as West Nile virus CPE -0.2%, GPR55 LPI antagonism 3.4%, NS5 inhibitors 9.4%, KOR beta-arrestin-1 18.5%, GPR35 arrestin U2OS 1.9%, GPR55 activation 0.0%, NOD1 inhibition -3.3%, KOR beta-arrestin-2 -3.9% and HIV peptide binding -1.5%.
`Cc1cccc[n+]1CC(=O)Nc1ccccc1` gave West Nile virus CPE 0.1%, GPR55 LPI antagonism 8.5%, NS5 inhibitors 0.0%, KOR beta-arrestin-1 -17.6%[20 µM], GPR35 arrestin U2OS 20.6%, GPR55 activation -0.2%, NOD1 inhibition -14.5%, KOR beta-arrestin-2 -2.1%, HIV peptide binding -1.7% and NS5 inhibitors pilot replicate 2.4.
For Cc1cc([N+](=O)[O-])ccc1-c1ccc(/C=N/NC(=O)c2ccc(Br)o2)o1 the results were West Nile virus CPE inconclusive, GPR55 LPI antagonism 9.0%, NS5 inhibitors 19.6%, KOR beta-arrestin-1 -52.7%, GPR35 arrestin U2OS -16.1%, GPR55 activation 0.2%, KOR beta-arrestin-2 -3.2% and HIV peptide binding 17.5%.
O=C(O)c1ccc2c(c1)C(=O)N(c1cccc(C(=O)/C=C/c3ccccc3)c1)C2=O was read as West Nile virus CPE -0.2%, GPR55 LPI antagonism -4.4%, NS5 inhibitors -7.2%, KOR beta-arrestin-1 -18.9%, GPR35 arrestin U2OS 3.8%, GPR55 activation 0.6%, NOD1 inhibition -21.9%, KOR beta-arrestin-2 -1.3% and HIV peptide binding 18.4%.
For CCOc1cc(/C=C/c2nc3ccccc3s2)ccc1OCC(=O)N1CCOCC1 the results were West Nile virus CPE 1.3%, GPR55 LPI antagonism 4.3%, NS5 inhibitors -9.6%, KOR beta-arrestin-1 -42.6%, GPR35 arrestin U2OS -0.5%, GPR55 activation 0.3%, NOD1 inhibition -8.2%, KOR beta-arrestin-2 3.8% and HIV peptide binding 0.9%.
For COc1ccc(C(=O)N/C(=C\c2ccccc2)C(=O)NC(CC(C)C)C(=O)O)cc1 (stereo unspecified) the results were West Nile virus CPE 1.0%, GPR55 LPI antagonism 5.2%, NS5 inhibitors 4.5%, KOR beta-arrestin-1 9.4%, GPR35 arrestin U2OS -7.8%, GPR55 activation 0.0%, NOD1 inhibition -2.5%, KOR beta-arrestin-2 0.7% and HIV peptide binding 0.8%.
Screening COc1ccc(-c2cc3ccc(O)cc3oc2=O)cc1 returned West Nile virus CPE 0.0%, GPR55 LPI antagonism -6.0%, NS5 inhibitors -0.9%, KOR beta-arrestin-1 -24.5%, GPR35 arrestin U2OS 1.9%, GPR55 activation -0.1%, NOD1 inhibition -76.9%, KOR beta-arrestin-2 -0.7% and HIV peptide binding -1.2%.

High-throughput results (PubChem)
